PGE2 EP2 inh: blocks the human prostaglandin E2 receptor EP2 | 0.52% of 260,000 active | P43116 | C6 glioma cells expressing human EP2, cAMP TR-FRET; cells stimulated with saturating PGE2 | inhibition, % at 25 µM;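 active = percent inhibition above 40 after rounding to a whole number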;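 also: rat C6 glioma host cells with rolipram phosphodiesterase inhibitor present; the protocol text gives 20 µM as final concentration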
Target sequence (P43116 whole entry, looked up): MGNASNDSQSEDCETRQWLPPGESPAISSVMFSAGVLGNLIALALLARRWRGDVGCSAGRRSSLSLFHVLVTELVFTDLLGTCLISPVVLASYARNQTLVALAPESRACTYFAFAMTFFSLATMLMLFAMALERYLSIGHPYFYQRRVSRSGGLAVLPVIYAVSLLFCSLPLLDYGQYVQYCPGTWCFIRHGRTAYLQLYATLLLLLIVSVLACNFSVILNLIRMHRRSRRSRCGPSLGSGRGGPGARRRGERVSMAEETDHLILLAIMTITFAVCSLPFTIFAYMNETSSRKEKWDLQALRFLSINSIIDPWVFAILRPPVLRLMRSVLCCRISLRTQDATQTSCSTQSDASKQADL
S1P4 antagonist: blocks the human S1P4 receptor; inhibition, % at 4.98 µM; O95977; S1P4-expressing cells, antagonist mode, reporter read-out; 0.26% of 220,000 active; in the data active = inhibition above about 29%;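 also: 0% = wells stimulated with agonist and 100% = vehicle wells without agonist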
eIF4E 4G PPI: inhibitors of eIF4E and eIF4G interaction in translation initiation; P63073+Q04637; TR-FRET eIF4E-eIF4GI(517-606) binding, 2 h; inhibition, % at 21.7 µM; 0.37% of 220,000 active; AID 782;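 active = inhibition above about 30%, limit read from the data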;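 also: 0% = full FRET control wells and 100% = background wells lacking eIF4GI fragment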
S1P4 agonist: activates the human S1P4 receptor | activation, % at 4.98 µM | 0.35% of 220,000 active | S1P4-expressing cell line, agonist reporter assay | O95977; in the data active = activation above about 11%;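 also: 0% = DMSO vehicle and 100% = reference agonist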
EP2 modulator: modulators of human EP2 prostaglandin E2 receptor; P43116; EP2-expressing cells, cAMP HTRF FRET, PGE2 co-stimulation; induction, % at 25 µM; 0.83% of 260,000 active; AID 940;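 active = compounds whose cAMP rise, as percent of the full-agonist control response, exceeds 60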;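 also: rat C6 glioma line stably carrying human EP2 under a CMV promoter; the protocol text gives 20 µM as final concentration; 100% = response of wells given 1 µM PGE2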
NPY-Y1 antag: NPY-Y1 (human) receptor antagonism; P25929; HEK293-CNG Y1 cells, membrane potential fluorescence; NPY at EC95, then isoproterenol; inhibition, % at 3.6 µM; 1% of 200,000 active;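 active = inhibition above the campaign mean inhibition of all tested compounds plus 3 SD, cut at about 20% in these data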;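 also: 0% = DMSO wells given NPY plus isoproterenol and 100% = isoproterenol alone without NPY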
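Assay system: HEK293 Y1/CNG channel cell line; Doses: single compound dose of 3.6 µM, 0.4% DMSO; Timing: dye 3 h, compound 60 min room temperature, stimulation 45 min; Technique: Membrane-potential fluorescent dye readout; Measure: % inhibition of NPY effect.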
p97 inhibitor: human p97 ATPase inhibition | recombinant p97 ATPase, Kinase-Glo ATP luminescence, 3 h | AID 1481 | P55072 | inhibition, % at 8 µM | 0.42% of 220,000 active; in the data active = inhibition above about 15%;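 also: 0% = DMSO vehicle and 100% = wells lacking enzyme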
NPY-Y2 PAM-ag: human NPY-Y2 potentiation or agonism, primary screen. P49146. cells expressing NPY-Y2, potentiator/agonist read-out. activation, % at 3.6 µM. 0.45% of 220,000 active. AID 1359; in the data active = activation above about 27%;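 also: cells stimulated with NPY near EC25 plus isoproterenol at EC100; 0% = vehicle plus submaximal agonist and 100% = vehicle plus saturating agonist; some results beyond the cut were filed as inactive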
Target sequence (P49146 whole entry, looked up): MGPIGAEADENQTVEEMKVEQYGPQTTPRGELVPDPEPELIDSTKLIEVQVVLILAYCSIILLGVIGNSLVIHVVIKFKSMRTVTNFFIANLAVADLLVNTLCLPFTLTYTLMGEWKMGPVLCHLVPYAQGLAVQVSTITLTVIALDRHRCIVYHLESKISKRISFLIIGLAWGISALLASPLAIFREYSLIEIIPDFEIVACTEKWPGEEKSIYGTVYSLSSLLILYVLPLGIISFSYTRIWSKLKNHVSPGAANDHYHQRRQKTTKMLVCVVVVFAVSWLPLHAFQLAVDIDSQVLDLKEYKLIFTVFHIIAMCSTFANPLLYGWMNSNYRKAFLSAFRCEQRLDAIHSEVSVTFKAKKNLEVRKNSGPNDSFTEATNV
NPY-Y1 PAM-ag: human NPY-Y1 potentiation or agonism, primary screen | activation, % at 3.6 µM | AID 1304 | P25929 | NPY-Y1 expressing cells, potentiator/agonist activation | 0.37% of 220,000 active; in the data active = activation above about 33%, passing the limit was not always enough;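 also: cells stimulated with NPY at EC10 then isoproterenol at EC100; 0% = low agonist plus stimulus and 100% = saturating agonist plus stimulus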
Starred values were filed as active, the others as inactive; / = not tested or not shown; & = joins results of further samples; [ ] = another dose, or the depositor's remark. Only part of the results is shown; rates above refer to the full screens.

SMILES	PGE2 EP2 inh	S1P4 antagonist	eIF4E 4G PPI	S1P4 agonist	EP2 modulator	NPY-Y1 antag	p97 inhibitor	NPY-Y2 PAM-ag	NPY-Y1 PAM-ag
Cc1[nH]c2ccccc2c1C(=O)CN1CC=C(c2ccccc2)CC1	8	4	3	0.4	-47	8	6	-11	-35
CCCC(CCC)C(=O)OC[N+](C)(C)CCOC(=O)C(O)(c1ccccc1)C1CCCC1 (configuration not stated)	2	14	0	-0.1	24	2	-9	-10	-1
O=C1NC(=O)N(Cc2ccc(F)cc2)C(=O)/C1=C\C=C\c1ccco1	78*	6	7	0.3	-71	/	2	9	11
CC1CCSP(=O)(Oc2ccccc2)O1 (configuration not stated)	10	16	-4	0.0	-3	/	9	18	-17
c1ccc2c(c1)Sc1ccccc1N2CC1CN2CCC1CC2 (configuration not stated)	0	15	10	0.8	-38	/	18*	14	18
CCCCSC1=NN1c1nc(N)nc(C)c1CC	6	-1	6	-1.6	23	-2	-1	5	0
O=P(Nc1cccnc1)(Oc1ccccc1)Oc1ccccc1	11	-7	0[fluorescence artefact?]	-0.7	-9	-3	6	5	12
CN(Cc1ccccc1)C(=C(Cl)Cl)/C(=C1/NCCN1Cc1ccc(Cl)nc1)[N+](=O)[O-]	10	-4	3	-3.0	39	3	-1	0	-19
CC(C)Oc1cccc(NC(=O)c2cccn(Cc3ccc4c(c3)OC(F)(F)O4)c2=O)c1	9	-12	11	0.1	-10	4	-1	-15	-25
COc1ccc(S(=O)(=O)NC(CC(=O)N2CCC3(CC2)OCCO3)C(C)C)cc1 (configuration not stated)	6	3	-5	-1.5	-5	3	3	-7	-28
CC1=CC2/C=C(\C)CCC(O)C(O)/C=C/C(=O)C23C(=O)NC(CC(C)C)C3C1C (configuration not stated)	18	64*	-2	-1.3	-15	0	3	-6	-5
O=C1C2CCN(CC2)C1Cc1ccc(OCc2ccccc2)cc1 (configuration not stated)	3	6	-6	-0.8	1	4	1	-6	9
CC(C)C/C(=N/O)c1cn(C)c2ccccc12	-1	-13	2	1.3	15	2	-1	2	3
O=C(COc1ccccc1)Nc1ccc(Cl)cc1C(=O)c1ccccc1	9	-7	-2	-0.7	47	5	4	-8	-6
CCC1(CC)C(=O)N(Cc2ccccc2)C(=O)N(Cc2ccccc2)C1=O	20	-2	5	-1.2	43	4	-2	-9	-36
Cc1nc2ccccc2c(=O)n1-c1ccc(C(=O)O)cc1	6	-5	-9	-0.7	11	/	4	-1	22
CSc1ccc(C(=O)C2CCCN(Cc3cnc(SC)nc3)C2)cc1 (configuration not stated)	6	5	0	-0.7	-66	8	-7	-22	-9
CC(C)c1oc(=O)cc2c1[C@@H](O)[C@H]1OC(=O)[C@@]3(C)CC[C@@H](O)[C@@]2(C)C13 (some centres not stated)	3	9	-5	0.3	-6	0	-5	-3	12
O=C1NC(=O)N(c2ccccc2F)C(=O)/C1=C/c1ccc(Sc2nc3ccccc3[nH]2)o1	12	-7	19	0.3	28	1	-12	-7	-10
COc1ccccc1N1CCN(Cc2ccc(Cl)cc2Cl)CC1	14	-10	2	-0.5	-4	0	1	-28	-37
CCc1ccc(CNCCc2ccccc2F)cc1	3	-4	2[fluorescence artefact?]	-3.2	7	10	1	-2	1
COc1ccccc1N1C(=O)NC(=O)C2(Cc3cc(C)ccc3N(C)C2)C1=O (configuration not stated)	9	14	5	-1.4	-7	12	8	-3	-23
C/C(CCc1c[nH]c2ccccc12)=N\O	7	2	-2	-0.1	-4	-7	-3	11	-10
CNP(=O)(Oc1ccccc1)OC12CC3CC(CC(C3)C1)C2 (configuration not stated)	5	-5	-1	-0.1	-7	6	-5	-2	1
c1ccc(C2NCc3ccccc3-n3cccc32)cc1 (configuration not stated)	10	2	-3	-2.2	32	4	-5	-2	-1

Reformatted with two lines to a compound: 16 of the compounds above
Each structure is followed by: PGE2 EP2 inh, S1P4 antagonist, eIF4E 4G PPI, S1P4 agonist, EP2 modulator, NPY-Y1 antag, p97 inhibitor, NPY-Y2 PAM-ag, NPY-Y1 PAM-ag
> COc1ccc(S(=O)(=O)NC(CC(=O)N2CCC3(CC2)OCCO3)C(C)C)cc1 (configuration not stated)
→ 6, 3, -5, -1.5, -5, 3, 3, -7, -28
> CC1=CC2/C=C(\C)CCC(O)C(O)/C=C/C(=O)C23C(=O)NC(CC(C)C)C3C1C (configuration not stated)
→ 18, 64*, -2, -1.3, -15, 0, 3, -6, -5
> O=C1C2CCN(CC2)C1Cc1ccc(OCc2ccccc2)cc1 (configuration not stated)
→ 3, 6, -6, -0.8, 1, 4, 1, -6, 9
> CC(C)C/C(=N/O)c1cn(C)c2ccccc12
→ -1, -13, 2, 1.3, 15, 2, -1, 2, 3
> O=C(COc1ccccc1)Nc1ccc(Cl)cc1C(=O)c1ccccc1
→ 9, -7, -2, -0.7, 47, 5, 4, -8, -6
> CCC1(CC)C(=O)N(Cc2ccccc2)C(=O)N(Cc2ccccc2)C1=O
→ 20, -2, 5, -1.2, 43, 4, -2, -9, -36
> Cc1nc2ccccc2c(=O)n1-c1ccc(C(=O)O)cc1
→ 6, -5, -9, -0.7, 11, /, 4, -1, 22
> CSc1ccc(C(=O)C2CCCN(Cc3cnc(SC)nc3)C2)cc1 (configuration not stated)
→ 6, 5, 0, -0.7, -66, 8, -7, -22, -9
> CC(C)c1oc(=O)cc2c1[C@@H](O)[C@H]1OC(=O)[C@@]3(C)CC[C@@H](O)[C@@]2(C)C13 (some centres not stated)
→ 3, 9, -5, 0.3, -6, 0, -5, -3, 12
> O=C1NC(=O)N(c2ccccc2F)C(=O)/C1=C/c1ccc(Sc2nc3ccccc3[nH]2)o1
→ 12, -7, 19, 0.3, 28, 1, -12, -7, -10
> COc1ccccc1N1CCN(Cc2ccc(Cl)cc2Cl)CC1
→ 14, -10, 2, -0.5, -4, 0, 1, -28, -37
> CCc1ccc(CNCCc2ccccc2F)cc1
→ 3, -4, 2[fluorescence artefact?], -3.2, 7, 10, 1, -2, 1
> COc1ccccc1N1C(=O)NC(=O)C2(Cc3cc(C)ccc3N(C)C2)C1=O (configuration not stated)
→ 9, 14, 5, -1.4, -7, 12, 8, -3, -23
> C/C(CCc1c[nH]c2ccccc12)=N\O
→ 7, 2, -2, -0.1, -4, -7, -3, 11, -10
> CNP(=O)(Oc1ccccc1)OC12CC3CC(CC(C3)C1)C2 (configuration not stated)
→ 5, -5, -1, -0.1, -7, 6, -5, -2, 1
> c1ccc(C2NCc3ccccc3-n3cccc32)cc1 (configuration not stated)
→ 10, 2, -3, -2.2, 32, 4, -5, -2, -1

Further entries follow.
SMILES	PGE2 EP2 inh	S1P4 antagonist	eIF4E 4G PPI	S1P4 agonist	EP2 modulator	NPY-Y1 antag	p97 inhibitor	NPY-Y2 PAM-ag	NPY-Y1 PAM-ag
COc1ccc2c(c1)c(C(=O)CN1CCC3(CC1)OCCO3)c(C)n2Cc1ccccc1	13	-10	-2	-0.9	4	11	-6	-28	-52
CN1C(=O)C(=Cc2ccc(N3CCCCCC3)o2)C(=O)N(C)C1=S	17	-13	3[fluorescence artefact?]	2.4	-6	1	2	-4	-4
N[C@@H](Cc1c[nH]c2ccccc12)c1nnc(SCc2c(F)cccc2Cl)o1	8	-13	-7	-0.5	-35	8	-6	-20	-39
CCCC(=O)c1cc(CP(=O)(OCC)OCC)oc1C	7	0	-3	0.2	7	/	-2	12	-2
Cc1occc1C(=O)N1CCC2(CC1)OCCO2	7	-12	2	-5.1	0	-7	12	8	17
COc1ccccc1NC1(C#N)CCCCC1	8	-19	0	0.7	33	1	1	15	6
O=c1[nH]c(=O)n(Cc2ccc(F)cc2)c(O)c1/C=N/Nc1ccccc1	8	5	-3	1.1	-10	/	6	-11	25
CC(=O)c1ccc2c(c1)C1C(Cl)C(Sc3ccccc3[N+](=O)[O-])CC1C(C(=O)O)N2 (configuration not stated)	20	-8	15	3.0	-20	-4	2	2	0
O=C1OC(c2ccc(Cl)cc2)=N/C1=C\N1CC2CC(C1)c1cccc(=O)n1C2 (configuration not stated)	6	10	4	1.6	-18	/	5	10	14
Cc1ccc2c(c1)C1CN(C)CCC1N2C(=S)Nc1cccnc1 (configuration not stated)	5	6	0	0.0	-6	5	4	10	-21
CC(=O)C1C2c3ccccc3OC1(C)N=c1s/c(=C/c3cn(C)nc3C)c(=O)n12 (configuration not stated)	14	2	-4[fluorescence artefact?]	0.9	-43	-5	-3	-7	-6
O=Cc1cn(Cc2ccc(F)cc2)c2ccccc12	7	-11	5	0.6	-13	-5	3	-4	-2
Cc1ccc(-c2cc(-c3ccc(C)cc3)[n+](C)o2)cc1	9	-13	-2[fluorescence artefact?]	1.1	1	0	4	6	-9
O=C(CF)NC(Nc1cccc2cccnc12)C(Cl)(Cl)Cl (configuration not stated)	14	-27	4	0.0	4	0	-7	3	4
CC(CN1CCOCC1)OC(=O)Cc1ccccc1 (configuration not stated)	2	17	-2	0.4	3	7	0	-1	-3
CCOC(=O)c1c(C)n(Cc2ccco2)c2ccc(O)cc12	17	8	3	0.6	-11	2	2	-4	-4
CCOc1ccc2c(c1)c(C(C)=O)c(C)n2Cc1ccco1	18&14	-13	1	1.1	-19&-9	4	0	-4	17
O=C(C1CCC(=O)N1C1CCCCC1)N1CCC2(CC1)OCCO2 (configuration not stated)	/	-6	-2	1.7	13	1	2	2	12
C=CCn1c(O)c(C(CC)=Nc2cccc(C(F)(F)F)c2)c(=O)[nH]c1=O	8	16	0	-1.0	1	/	9	2	-2
Cc1noc(C)c1C(=O)N1CCC2(CC1)OCCO2	4	-2	-2	1.2	30	3	4	-6	-18
CCn1ccnc1CN1CCCC(C(=O)c2cc(Cl)ccc2OC)C1 (configuration not stated)	12	5	1	1.2	1	-2	0	-8	13
COC(=O)C1=Nc2ccccc2/C1=C\c1c(O)n(-c2cc(OC)ccc2OC)c(=O)[nH]c1=O	11	-8	9	0.0	9	-3	9	10	7
COc1ccc(CC2c3cc(OC)c(OC)cc3CCN2C)cc1OC (configuration not stated)	13	-11	-4	1.3	-22	3	-3	0	-6
CCn1cc(/C=c2/sc3n(c2=O)C2c4ccccc4OC(C)(N=3)C2C(=O)OC)c(C)n1 (configuration not stated)	11	-20	1	2.4	10	5	5	6	14
COc1ccc(-c2cc(=NCCC(=O)O)c3cc(C)ccc3o2)cc1	4	8	4	-2.0	-32	-3	2	3	3
CCCc1[nH]nc2c1C1(C(=O)N(Cc3ccccc3)c3ccccc31)C(C(=O)OC)=C(N)O2 (configuration not stated)	6	-10	6	1.6	42	2	-1	3	18
CC1(C)CC(=O)C2=C(C1)NC(=O)C21C(C(=O)OC(C)(C)C)=C(N)Oc2ccc(Br)cc21 (configuration not stated)	0	-5	-2	2.4	-8	-5	1	8	9
